From PubChem BioAssay
TAAR1 antag: human TAAR1 antagonism; CHO RD-HGA16 TAAR1, Fluo-8 calcium fluorescence, antagonist; inhibition, % at 3 µM; hit rate 1.5% among 360,000; AID 624466;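 active = inhibition above a per-plate cutoff, the mean inhibition of test compounds on that plate plus 3 SD, cut at about 49% in these data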;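 also: 0% = DMSO plus EC80 beta-PEA response and 100% = DMSO alone without agonist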
Target sequence (Q96RJ0 whole entry, looked up): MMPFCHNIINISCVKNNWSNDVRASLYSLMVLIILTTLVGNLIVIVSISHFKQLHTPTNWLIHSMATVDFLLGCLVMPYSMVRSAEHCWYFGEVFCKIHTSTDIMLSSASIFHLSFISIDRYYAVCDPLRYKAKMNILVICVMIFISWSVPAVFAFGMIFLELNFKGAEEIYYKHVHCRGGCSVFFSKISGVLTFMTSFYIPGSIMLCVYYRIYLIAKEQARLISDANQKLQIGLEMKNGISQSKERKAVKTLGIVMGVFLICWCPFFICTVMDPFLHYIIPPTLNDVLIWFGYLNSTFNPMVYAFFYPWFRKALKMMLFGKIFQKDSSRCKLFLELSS
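System: RD-HGA16 CHO cells with stable hTAAR1 and Gα16 | Probe or stimulus: EC80 β-phenethylamine stimulus | Dosing: 3 µM, single point | Times: Dye loading 75 min at 37 °C, then 30 min room temperature | Measured by: Fluo-8 calcium-sensitive fluorescence | Read-out basis: % inhibition of agonist calcium response | Replicates: n of 1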
V1R ag counter: V1a receptor agonism, counter-screen for OXTR agonists; P37288; hit rate 0.25% among 320,000; CHO-V1R cells, Fluo-8 calcium fluorescence, agonist mode; 0% DMSO, 100% 3 nM vasopressin; activation, % at 3 µM;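 active = activation above the mean activation of all tested compounds plus 3 SD, per screening run, cut at about 20% in these data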;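 also: signal is peak over basal fluorescence ratio across a 100 second FLIPR read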
OXTR potentiate: human OXTR potentiation. activation, % at 3 µM. hit rate 0.061% among 320,000. AID 2445. CHO-OTR cells, Fluo-8 calcium fluorescence, potentiator mode; 0% = oxytocin EC15, 100% = EC100. P30559;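 active = activation above that plate's cutoff, the mean activation of tested compounds plus 3 SD, cut at about 6.6% in these data, passing the limit was not always enough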;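 also: 100% uses oxytocin at 75 nM as the full agonist control; some results filed as inactive read as strong as hits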
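Assay system: CHO cell line stably expressing human OTR. Reagent: EC15 oxytocin agonist. Dosing: single dose, 3.0 µM nominal final compound concentration. Timing: compound 6 min at room temperature before oxytocin, 100 s read. Signal: kinetic Fluo-8 calcium fluorescence. Controls: oxytocin EC15 low and EC100 high.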
M1 ag: activates human CHRM1 receptor; P11229; CHO-K1 hM1, Fluo-8 calcium fluorescence, agonist mode; 0% DMSO, 100% acetylcholine EC100; activation, % at 3 µM; hit rate 0.33% among 360,000;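 active = activation above the run's mean compound activation plus 3 SD, cut at about 16% in these data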;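 also: peak over basal fluorescence ratio within a 140 s kinetic read after compound addition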
Target sequence (P11229 whole entry, looked up): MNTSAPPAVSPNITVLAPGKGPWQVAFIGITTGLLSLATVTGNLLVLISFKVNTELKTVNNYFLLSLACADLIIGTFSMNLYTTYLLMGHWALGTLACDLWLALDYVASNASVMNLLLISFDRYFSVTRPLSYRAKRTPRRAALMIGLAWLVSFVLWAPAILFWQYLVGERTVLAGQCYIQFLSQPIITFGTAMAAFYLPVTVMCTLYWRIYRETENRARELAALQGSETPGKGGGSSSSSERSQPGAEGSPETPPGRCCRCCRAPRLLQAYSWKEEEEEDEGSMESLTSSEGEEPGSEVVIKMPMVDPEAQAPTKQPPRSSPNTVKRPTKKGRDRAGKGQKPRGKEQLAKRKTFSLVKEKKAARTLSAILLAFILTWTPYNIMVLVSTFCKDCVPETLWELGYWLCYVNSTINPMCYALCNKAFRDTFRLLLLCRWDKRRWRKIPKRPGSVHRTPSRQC
TAAR1 ag: agonists of human TAAR1; activation, % at 3 µM; AID 624467; CHO RD-HGA16 TAAR1, Fluo-8 calcium fluorescence; vehicle wells 0%, saturating PEA agonist 100%; hit rate 0.99% among 360,000; Q96RJ0;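 active = activation above the mean activation of all test compounds in the run plus 3 SD, cut at about 38% in these data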
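Assay system – CHO-derived RD-HGA16 cells with stable Gα16 and human TAAR1 · Compound dosing – one-point dosing at 3 µM (nominal) · Incubation – 17-24 h seeding, 75 min 37 °C dye, 30 min RT · Measured by – kinetic Fluo-8 calcium fluorescence · Control set – DMSO vehicle as 0%, PEA at EC100 as 100% · Repeats – single well for each compound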
CHO parental Ca: signal in parental CHO cells, OX1R antagonist counter-screen | parental CHO-K1, ATP-induced calcium, Fluo-8 fluorescence | inhibition, % at 5.6 µM | hit rate 0.63% among 330,000 | AID 463079;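 active = inhibition above that plate's mean sample inhibition plus 3 SD, cut at about 26% in these data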;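 also: 0% = ATP-challenged DMSO wells and 100% = DMSO wells without ATP; some compounds past the cut are filed as inactive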
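Measured by: calcium-sensitive Fluo-8 fluorescence / Test system: CHO parental line / Controls: ATP-challenged DMSO wells low, unchallenged DMSO wells high / Measure: % inhibition / Compound: single nominal dose of 5.6 µM per compound / Replicates: single well per compound, no replicates / Reagent: ATP as calcium-mobilizing challenge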
CHRM1 PAM: positive allosteric modulators of human M1 muscarinic receptor; P11229; CHO-K1 hM1, Fluo-8 calcium fluorescence, ACh EC20; 0% = ACh EC20, 100% = maximal ACh; activation, % at 3 µM; hit rate 0.088% among 360,000; AID 588819; in the data active = activation above about 19%, passing the limit was not always enough
OXTR agonist: human OXTR agonism. activation, % at 3 µM. hit rate 0.32% among 320,000. CHO-OTR cells, Fluo-8 calcium fluorescence; normalized: DMSO 0%, oxytocin 100%;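 active = activation above the mean of all tested compounds plus 3 SD, cutoff set per screening run, cut at about 20% in these data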;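 also: peak over basal fluorescence ratio from a 100 s FLIPR kinetic read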
CHRM1 antagonist: blocks human M1 muscarinic receptor; P11229; CHO-K1 hM1, Fluo-8 calcium fluorescence, ACh EC80 antagonist; inhibition, % at 3 µM; hit rate 1.3% among 360,000;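 active = percent inhibition above its own plate's cutoff, namely the mean of that plate's compound wells plus 3 SD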;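 also: peak over basal fluorescence ratio during 140 s after agonist addition; 0% = ACh EC80 plus DMSO and 100% = DMSO alone without agonist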
Starred values were filed as active, the others as inactive. Rows were taken by chance; any-hit rate near 3.7%.

Screening Cc1ccccc1N=Nc1c(C)[nH]n(C(N)=S)c1=O returned TAAR1 antag -3, V1R ag counter -0.4, OXTR potentiate -3, M1 ag -7, TAAR1 ag 1, CHO parental Ca -6, CHRM1 PAM -8, OXTR agonist -0.6 and CHRM1 antagonist 22.
`COC(=O)c1ccc(OC(=O)c2ccc(OC)cc2)c(OC)c1` gave TAAR1 antag -3, V1R ag counter 0.5, OXTR potentiate -13, M1 ag -6, TAAR1 ag 6, CHO parental Ca -8, CHRM1 PAM 1, OXTR agonist 2.6 and CHRM1 antagonist -4.
`S=C(NCc1ccccc1)N1CCN(c2cccc(Cl)c2)CC1` gave TAAR1 antag 12, V1R ag counter 4.4, OXTR potentiate -24, M1 ag -3, TAAR1 ag 6, CHO parental Ca 13, CHRM1 PAM -7, OXTR agonist 1.9 and CHRM1 antagonist 12.
Screening CN(Cc1ccccc1)C(=O)COc1ccc(N(C)S(=O)(=O)c2ccc(F)cc2)cc1 returned TAAR1 antag -20, V1R ag counter 1.8, OXTR potentiate -4, M1 ag -2, TAAR1 ag 0, CHO parental Ca -27, CHRM1 PAM 11, OXTR agonist 3.0 and CHRM1 antagonist -13.
`O=C(CN1CSCC1=O)N1CCN(S(=O)(=O)c2cccc(F)c2)CC1` gave TAAR1 antag -17, V1R ag counter 0.2, OXTR potentiate 10, M1 ag -3, TAAR1 ag 17, CHO parental Ca -1, CHRM1 PAM 7, OXTR agonist 1.7 and CHRM1 antagonist -11.
`CCCCCCCCCCOC(=O)Cn1c(COc2ccc(C)cc2)[n+](C)c2ccccc21` gave TAAR1 antag 44, V1R ag counter -0.4, OXTR potentiate -10, M1 ag 9, TAAR1 ag 74*, CHO parental Ca 79*, CHRM1 PAM -13, OXTR agonist -1.9 and CHRM1 antagonist 31.
For O=c1cc(CCl)[nH]c2nc3ccccc3n12 the results were TAAR1 antag -17, V1R ag counter 0.6, OXTR potentiate -3, M1 ag -4, TAAR1 ag -1, CHO parental Ca -3, CHRM1 PAM 8, OXTR agonist -0.2 and CHRM1 antagonist -8.
`Cc1ccc(CCN2CC(C(=O)NCCC(C)C)CC2=O)cc1` (stereo not drawn) gave TAAR1 antag 6, V1R ag counter -0.2, OXTR potentiate -5, M1 ag -3, TAAR1 ag 1, CHO parental Ca -4, CHRM1 PAM 2, OXTR agonist 0.0 and CHRM1 antagonist -5.
For O=C(c1ccc(Cl)cc1)N(Cc1cccs1)C1CCS(=O)(=O)C1 (stereo not drawn) the results were TAAR1 antag -18, V1R ag counter -0.7, OXTR potentiate -2, M1 ag -2, TAAR1 ag 11, CHO parental Ca -20, CHRM1 PAM -5, OXTR agonist 0.2 and CHRM1 antagonist 15.
Screening Cc1cc(C)c2nc(-c3cccnc3)cc(C(=O)NC(C)c3cnn(C)c3C)c2c1 (stereo not drawn) returned TAAR1 antag 6, V1R ag counter -0.1, OXTR potentiate -2, M1 ag -5, TAAR1 ag 5, CHO parental Ca -10, CHRM1 PAM -6, OXTR agonist -1.3 and CHRM1 antagonist 16.

Random excerpt: 4 records from the list, in no set order.
Screening Cc1ccccc1N=Nc1c(C)[nH]n(C(N)=S)c1=O returned TAAR1 antag -3, V1R ag counter -0.4, OXTR potentiate -3, M1 ag -7, TAAR1 ag 1, CHO parental Ca -6, CHRM1 PAM -8, OXTR agonist -0.6 and CHRM1 antagonist 22.
`CCCCCCCCCCOC(=O)Cn1c(COc2ccc(C)cc2)[n+](C)c2ccccc21` gave TAAR1 antag 44, V1R ag counter -0.4, OXTR potentiate -10, M1 ag 9, TAAR1 ag 74*, CHO parental Ca 79*, CHRM1 PAM -13, OXTR agonist -1.9 and CHRM1 antagonist 31.
Screening Cc1cc(C)c2nc(-c3cccnc3)cc(C(=O)NC(C)c3cnn(C)c3C)c2c1 (stereo not drawn) returned TAAR1 antag 6, V1R ag counter -0.1, OXTR potentiate -2, M1 ag -5, TAAR1 ag 5, CHO parental Ca -10, CHRM1 PAM -6, OXTR agonist -1.3 and CHRM1 antagonist 16.
`O=C(CN1CSCC1=O)N1CCN(S(=O)(=O)c2cccc(F)c2)CC1` gave TAAR1 antag -17, V1R ag counter 0.2, OXTR potentiate 10, M1 ag -3, TAAR1 ag 17, CHO parental Ca -1, CHRM1 PAM 7, OXTR agonist 1.7 and CHRM1 antagonist -11.

Following part
CC(C)=C[C@H]1C[C@H](C)[C@H]2CC[C@H](C)c3c(O)c(O[C@H]4OC[C@H](O)[C@@H](O)[C@@H]4O)c(C)c1c32 was read as TAAR1 antag -14, M1 ag 6, TAAR1 ag 0, CHRM1 PAM 13 and CHRM1 antagonist -9.
Cc1nc(SC2CC(=O)N(c3cc(Cl)cc(Cl)c3)C2=O)nc2c1CCCC2 (stereo not drawn) was read as TAAR1 antag 18, V1R ag counter 6.3, OXTR potentiate -16, M1 ag -1, TAAR1 ag 18, CHO parental Ca -18, CHRM1 PAM -3, OXTR agonist 3.0 and CHRM1 antagonist -13.
C=CCn1c(N/N=C/c2ccc(O)cc2)nc2ccccc2c1=O was read as TAAR1 antag 3, V1R ag counter -1.3, OXTR potentiate 2, M1 ag -11, TAAR1 ag 5, CHO parental Ca -15, CHRM1 PAM 9, OXTR agonist -1.5 and CHRM1 antagonist -5.
COc1ccc(C(=O)Nc2ccc(S(=O)(=O)N3CCCCC3C)cc2)c(OC)c1OC (stereo not drawn) was read as TAAR1 antag 14, V1R ag counter 3.3, OXTR potentiate -6, M1 ag -9, TAAR1 ag 1, CHO parental Ca 3, CHRM1 PAM -13, OXTR agonist 3.4 and CHRM1 antagonist 6.
For CCN(CC(=O)Nc1ccc(NC(C)=O)cc1)C(=O)CCCc1c[nH]c2ccccc12 the results were TAAR1 antag 9, V1R ag counter 0.4, OXTR potentiate -7, M1 ag -2, TAAR1 ag 1, CHO parental Ca 4, CHRM1 PAM 6, OXTR agonist 0.5 and CHRM1 antagonist -3.
For Cc1cccc(C)c1NC(=O)C1CCCNC1 (stereo not drawn) the results were TAAR1 antag 21, V1R ag counter -0.9, OXTR potentiate 7, M1 ag -5, TAAR1 ag 2, CHO parental Ca -2, CHRM1 PAM 10, OXTR agonist 1.5 and CHRM1 antagonist 3.
For Cc1ncc(CO)c(/C=N/NC(=S)Nc2cccc(Cl)c2)c1O the results were V1R ag counter 0.2, OXTR potentiate -1, M1 ag -4, CHO parental Ca -1, CHRM1 PAM 1, OXTR agonist 0.4 and CHRM1 antagonist 0.
`CC1CN(S(=O)(=O)c2cccc(C(=O)NCCC3=CCCCC3)c2)CC(C)O1` (stereo not drawn) gave TAAR1 antag -12, V1R ag counter -0.2, OXTR potentiate -8, M1 ag -5, TAAR1 ag -1, CHO parental Ca -19, CHRM1 PAM 11, OXTR agonist -2.7 and CHRM1 antagonist -12.
For O=C(CCc1ccccc1)c1ccc2c(c1)OCCCO2 the results were TAAR1 antag 4, V1R ag counter -0.8, OXTR potentiate -5, M1 ag -6, TAAR1 ag -1, CHO parental Ca -11, CHRM1 PAM -2, OXTR agonist -2.4 and CHRM1 antagonist -8.
For CCc1noc(N)c1C(=O)Nc1ccc(Cl)cc1 the results were TAAR1 antag -30, V1R ag counter -1.1, OXTR potentiate -10, M1 ag -1, TAAR1 ag 6, CHO parental Ca 0, CHRM1 PAM 13, OXTR agonist -1.6 and CHRM1 antagonist -17.
Cc1nn(-c2ccccc2)c(Cl)c1/C=C(/CC(=O)O)c1nc2ccccc2s1 was read as TAAR1 antag -4, M1 ag 0, TAAR1 ag 1, CHRM1 PAM 7 and CHRM1 antagonist -11.
For COc1ccccc1N(C)S(=O)(=O)c1ccc(Cl)c(C(=O)NCC2(N(C)C)CCCCC2)c1 the results were TAAR1 antag 9, V1R ag counter -0.6, OXTR potentiate 2, M1 ag -5, TAAR1 ag 1, CHO parental Ca -8, CHRM1 PAM 6, OXTR agonist 0.2 and CHRM1 antagonist -11.
Cc1nn(CC(=O)Nc2nnc(C(C)C)s2)c(=O)c2ccccc12 was read as TAAR1 antag -16, V1R ag counter 1.0, OXTR potentiate -4, M1 ag -4, TAAR1 ag 3, CHO parental Ca -9, CHRM1 PAM 4, OXTR agonist 0.6 and CHRM1 antagonist -3.
For COc1ccc(S(=O)(=O)N2CCCCCC2)cc1N the results were TAAR1 antag 0, V1R ag counter 0.4, OXTR potentiate -16, M1 ag -1, TAAR1 ag 1, CHO parental Ca -10, CHRM1 PAM 1, OXTR agonist 0.4 and CHRM1 antagonist 15.
Screening COc1ccc(/C(O)=C2/C(=O)C(=O)N(CCN3CCNCC3)C2c2cccc([N+](=O)[O-])c2)cc1 (stereo not drawn) returned TAAR1 antag -16, V1R ag counter 0.1, OXTR potentiate -10, M1 ag -3, TAAR1 ag 3, CHO parental Ca -8, CHRM1 PAM 7, OXTR agonist 0.7 and CHRM1 antagonist -16.
Screening COc1ccc(/C=N/c2oc(C)c(C)c2C#N)c(OC)c1 returned TAAR1 antag 5, V1R ag counter 1.1, OXTR potentiate 2, M1 ag -7, TAAR1 ag 7, CHO parental Ca -4, CHRM1 PAM 4, OXTR agonist 0.5 and CHRM1 antagonist -6.
Screening Cc1ccc(C)c(NC(=O)c2ccccc2C(=O)c2ccccc2)c1 returned TAAR1 antag -2, V1R ag counter 1.1, OXTR potentiate -7, M1 ag -7, TAAR1 ag 13, CHO parental Ca -11, CHRM1 PAM -17, OXTR agonist -3.0 and CHRM1 antagonist 23.
For Cc1cc(Cl)ccc1NC(=O)CN1C(=O)C(=O)N(C2CCCC2)C1=O the results were TAAR1 antag 3, V1R ag counter 0.2, OXTR potentiate -5, M1 ag -4, TAAR1 ag -1, CHO parental Ca -17, CHRM1 PAM 16, OXTR agonist 0.1 and CHRM1 antagonist -14.
For CCC(=O)NC(=S)NNC(=O)c1ccccc1[N+](=O)[O-] the results were TAAR1 antag 8, V1R ag counter -0.1, OXTR potentiate -1, M1 ag -1, TAAR1 ag 5, CHO parental Ca -7, CHRM1 PAM 4, OXTR agonist 0.3 and CHRM1 antagonist 14.
`Cc1ccc(OCC(=O)NC(=S)Nc2ccc3c4c(cccc24)CC3)cc1` gave TAAR1 antag 6, V1R ag counter -0.5, OXTR potentiate 3, M1 ag -7, TAAR1 ag 6, CHO parental Ca -7, CHRM1 PAM 6, OXTR agonist 0.2 and CHRM1 antagonist -4.
For Cc1nnc(NC(=O)CSc2ccc(-c3ccccn3)nn2)s1 the results were V1R ag counter 0.5, OXTR potentiate 4, CHO parental Ca -9 and OXTR agonist 0.0.
